G6PDH counter: counter-screen for G6PDH assay hits: L. mesenteroides G6PDH inhibition; Purified L. mesenteroides G6PDH, diaphorase/resazurin coupled fluorescence, 45 min; inhibition, % at 5 µM; 200,000 tested, 0.12% active
Diaphorase act: diaphorase activation or chemical reduction counter-screen; Diaphorase/resazurin coupled assay, resorufin fluorescence, 16 min; hits give high values; 1 = vehicle wells, 0 = NADH-free wells; activation factor at 20 µM; 190,000 tested, 0.005% active; AID 1229;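 active = diaphorase activity raised at least twofold by the compound at 20 µM; inactive = activation factor below 2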
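Assay system: Purified diaphorase enzyme from Clostridium kluyveri | Amount: Enzyme 0.07 U/mL final | Dosing: Compound 20 µM once, DMSO 1% | Timing: 16 min reaction at room temperature | Detection: Fluorescence, excitation 544 nm and emission 590 nm | Evaluation: Higher resorufin formation from activation or reduction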
PMI act satM6P: activators of human phosphomannose isomerase at near-saturating mannose 6-phosphate | P34949 | coupled PMI enzyme assay, resazurin fluorescence, 20 min; hits give high values; 1 = untreated enzyme, 0 = substrate-free blank | activation factor at 20 µM | 190,000 tested, 0.34% active | AID 1216;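 active = activation factor of 2 or more at 20 µM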
Target sequence (P34949 whole entry, looked up): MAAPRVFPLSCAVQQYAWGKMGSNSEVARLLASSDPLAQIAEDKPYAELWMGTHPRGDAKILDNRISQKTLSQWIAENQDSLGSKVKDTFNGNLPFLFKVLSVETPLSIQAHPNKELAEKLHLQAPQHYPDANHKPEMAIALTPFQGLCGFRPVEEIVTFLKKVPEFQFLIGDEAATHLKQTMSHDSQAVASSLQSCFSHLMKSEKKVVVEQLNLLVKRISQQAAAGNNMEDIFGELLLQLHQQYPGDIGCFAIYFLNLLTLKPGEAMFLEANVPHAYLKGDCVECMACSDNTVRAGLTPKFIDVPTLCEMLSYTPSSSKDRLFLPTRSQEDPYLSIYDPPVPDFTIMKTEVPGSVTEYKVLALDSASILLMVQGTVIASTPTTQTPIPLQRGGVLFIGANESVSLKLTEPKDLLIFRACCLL
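Material: human phosphomannose isomerase with PGI, G6PDH, diaphorase coupling enzymes / Reagent: Man-6-P substrate 1.0 mM / Dosing: single compound dose of 20 µM, 1% DMSO final / Incubation: enzyme reaction with compound 20 min at room temperature / Signal: resorufin fluorescence (Ex 544/Em 590 nm) from resazurin via diaphorase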
PMI act: increases human mannose-6-phosphate isomerase activity; activation factor at 20 µM; purified human PMI, coupled resazurin fluorescence, 20 min; hits give high values; 1 = vehicle control, 0 substrate-free wells; 190,000 tested, 0.005% active;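 active = activation factor of 2 or more at 20 µM, relative to plate controls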
DTT redox prof: compounds producing H2O2 with reducing agent – biochemical, NIH compound library profiling, artefact control for MLSCN library redox annotation, primary screen; DTT-dependent redox cycling H2O2, phenol red/HRP absorbance; 100% = 100 µM peroxide control, 0% = buffer; activation, % at 10 µM; AID 878; 200,000 tested, 0.03% active;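 active = activation of at least 50% relative to the plate's high and low controls in the primary single-dose screen; inactive = activation below 50%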;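 also: compound incubated with DTT at 0.8 mM final as the reducing agent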
Hsp70 activator: transcriptional activators of Hsp70; activation, % at 10 µM; 200,000 tested, 0.04% active; HeLa Hsp70 promoter luciferase reporter, luminescence; scaled: vehicle 0, proteasome-inhibitor control 100%;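 active = activation above the mean across all tested compounds plus 3 SD, cutoff set per campaign, cut at about 5.5% in these data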;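 also: 100% = MG132 at 30 µM as the positive control and 0% = DMSO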
Lmaj promast: inhibitors of Leishmania major promastigote growth; Leishmania major promastigotes, resazurin fluorescence viability; 200,000 tested, 9% active; inhibition, % at 10 µM;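 also: promastigotes grown with compound for 44 hours at 28 °C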
RAM inhibit: inhibitors of the yeast RAM network. S. cerevisiae dse1pr::URA3 reporter, 5-FOA growth OD615, 2 d; analog-sensitive cbk1-as2 kinase mutant strain. inhibition, % at 50 µM. 190,000 tested, 1.8% active. AID 868;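 active = inhibition above a set limit, 3 SD over mean compound inhibition, cut at about 8.4% in these data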;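 also: 0% = DMSO-only wells with no growth and 100% = 10 µM 1-NA-PP1 full growth; inhibition rescues growth on 5-FOA so higher OD means more RAM inhibition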
S1P3 antagonist: antagonists of human S1P3 receptor; Q99500; CHO S1P3 NFAT-BLA reporter, FRET fluorescence, antagonist mode; inhibition, % at 4.98 µM; 170,000 tested, 0.27% active; AID 485;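 active = inhibition above the plate cutoff, the mean inhibition of test wells on that plate plus 3 SD, cut at about 28% in these data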;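 also: cells challenged with S1P at its EC80 of 0.8 µM; blue over green emission ratio from cleaved BLA substrate after 4 h stimulation; 0% = S1P-stimulated wells and 100% = unstimulated DMSO-only wells; some compounds past the cut are filed as inactive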
Target sequence (Q99500 whole entry, looked up): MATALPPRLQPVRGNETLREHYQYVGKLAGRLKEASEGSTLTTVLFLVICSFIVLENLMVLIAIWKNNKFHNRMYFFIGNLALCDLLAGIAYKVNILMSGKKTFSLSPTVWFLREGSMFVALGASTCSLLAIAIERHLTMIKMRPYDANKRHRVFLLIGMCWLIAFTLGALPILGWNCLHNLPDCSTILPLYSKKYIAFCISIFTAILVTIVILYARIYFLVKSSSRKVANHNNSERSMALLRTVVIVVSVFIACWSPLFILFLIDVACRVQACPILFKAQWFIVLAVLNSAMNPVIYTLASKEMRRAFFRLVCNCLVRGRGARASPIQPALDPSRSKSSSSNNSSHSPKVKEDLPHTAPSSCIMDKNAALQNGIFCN
TLR4 MyD88 comp: blocks binding of human TLR4 to MyD88. inhibition, % at 8.4 µM. O00206+Q99836. HeLa CL3-4 TLR4/MyD88 BLA complementation, FRET ratio. 200,000 tested, 0.18% active. AID 861; in the data active = inhibition above about 25%;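 also: 0% = vehicle and 100% = reference inhibitor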
Diaphorase inh: diaphorase inhibition or chemical oxidation counter-screen; 190,000 tested, 0.69% active; inhibition, % at 20 µM; AID 1217; diaphorase resazurin-to-resorufin fluorescence, NADH, 16 min; bacterial (C. kluyveri) enzyme, not human;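 active = primary screen inhibition at 20 µM above a set limit, cut at about 50% in these data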;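 also: plate controls were DMSO with full reaction for no effect and wells lacking NADH for full effect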
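Test system: diaphorase enzyme from Clostridium kluyveri; amount: diaphorase at 0.14 U/mL in enzyme working solution; detection: fluorescence of resorufin formed from resazurin, Ex 544/Em 590 nm; times: reaction incubation of 16 min at room temperature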
Numbers without * were called inactive; · = not tested or not shown. Rule as the data show it, unless noted: active = inhibition above about 50%; inactive = the rest. No enrichment for hits. Share with any hit: about 12%.

1) COc1ccc(CN2CCCC(CNC(=O)c3ccc(F)cc3)C2)cc1OC (stereo unspecified)
2) CCOc1ccc2nc(NCCCNS(=O)(=O)c3ccccc3)c(C#N)cc2c1
3) Cc1cccc(-n2c(SCC(=O)Nc3cccc(S(=O)(=O)NC4=NCCCCC4)c3)nc3ccccc3c2=O)c1C
4) COc1ccc(CC(=O)NCCc2ccc(Cl)cc2Cl)cc1
5) O=C(Cc1ccc(Br)cc1)N1CCCCCC1
6) O=C(NCCc1c[nH]c2ccccc12)Nc1ccccc1
7) O=c1[nH]nc(CSCc2ccccc2Cl)[nH]1
8) c1ccc(-c2nnc(CN3CCC4(CC3)OCCO4)o2)cc1
assay / compound,1,2,3,4,5,6,7,8
G6PDH counter,15,4,-3,0,-22,-18,0,-11
Diaphorase act,0.9,0.7,0.9,1.1,0.9,0.9,0.9,0.9
PMI act satM6P,0.9,1,1,1.1,1,0.9,1,0.9
PMI act,0.9,0.9,1,1.1,1,0.9,0.9,0.9
DTT redox prof,-0.9,0.2,0.8,-0.4,0.9,3.5,2.6,1.0
Hsp70 activator,0.1,-0.2,-0.2,0.9,-0.4,-0.1,-0.6,-0.2
Lmaj promast,15,-3,11,3,-2,40,-1,-4
RAM inhibit,0.9,9.7*,12*,0.2,-0.3,-0.3,3.2,2.4
S1P3 antagonist,7,-43,-2,14,5,·,22,0
TLR4 MyD88 comp,-9,10,1,-13,-20,-13,7,4
Diaphorase inh,7,27,13,-11,8,9,12,12

9) CCc1c(C)sc(NC(=O)CCc2ccc(OC)cc2)c1C(N)=O
10) Cc1cc(C)nc(N2CCC(C(=O)Nc3ccc4c(c3)OCO4)CC2)n1
11) CCC(=O)Nc1sc2c(c1C(=O)N(C)C)CCCCC2
12) COc1ccccc1NC(=O)CSc1ccc2nnc(-c3cccnc3)n2n1
13) Cc1cc(C)n(CC(O)COc2c(C)cccc2C)n1 (stereo unspecified)
14) CC1(C)Cc2ccccc2C(C(Cc2ccccc2)C(N)=O)=N1 (stereo unspecified)
15) CCOc1cc(C(=O)OCC(=O)c2cc(C)n(CC3CCCO3)c2C)ccc1OCC(=O)N1CCOCC1 (stereo unspecified)
16) c1csc(CNc2nc(-c3cccs3)nc3ccccc23)c1
assay / compound,9,10,11,12,13,14,15,16
G6PDH counter,0,4,6,3,4,6,2,1
Diaphorase act,0.9,0.9,0.9,0.8,0.9,0.9,0.9,0.7
PMI act satM6P,1.1,1,1,0.9,1,0.9,0.9,0.8
PMI act,1,1.2,1,0.9,1,0.9,0.9,0.8
DTT redox prof,0.3,0.8,-1.4,-0.4,-1.1,-0.5,-0.8,-0.4
Hsp70 activator,0.0,-0.1,-0.1,-0.2,0.4,-0.2,-0.1,-0.3
Lmaj promast,2,-6,-4,3,-2,9,6,83*
RAM inhibit,2.2,0.1,0.8,1.6,1.7,0.5,1.1,1.6
S1P3 antagonist,·,-28,·,-6,-22,2,1,0
TLR4 MyD88 comp,4,-7,1,1,-10,-15,4,7
Diaphorase inh,6,15,6,22,9,11,9,28

17) CCC(CC)C(=O)Nc1ccccc1NC(C)=O
18) CCN(CC)S(=O)(=O)c1cccc2c(N(C)C)cccc12
19) CC(CCc1ccccc1)NC(=O)COC(=O)c1ccccc1O (stereo unspecified)
20) O=C(N[C@@H](Cc1ccc(O)cc1)C(=O)O)C(c1ccccc1)c1ccccc1
21) O=c1cc(-c2ccccc2F)nc(-c2ccccc2F)o1
22) COc1ccc(CCN(C)C(=O)CSc2ncnc3sccc23)cc1OC
23) COc1cccc(/C=N/NC(=O)c2c(-c3ccccc3)noc2C)c1
24) O=C(NCc1ccc2c(c1)OCO2)C(=O)NCC1CCCO1 (stereo unspecified)
assay / compound,17,18,19,20,21,22,23,24
G6PDH counter,2,14,6,1,3,2,0,0
Diaphorase act,0.9,0.8,1,0.9,0.9,0.9,0.9,0.8
PMI act satM6P,1,0.7,0.9,1,1,1.1,0.9,0.9
PMI act,1,1,1,0.9,0.9,1.1,0.8,1
DTT redox prof,1.4,2.1,-0.2,-1.1,0.1,-0.7,-3.9,-1.1
Hsp70 activator,0.3,0.0,0.0,0.0,-0.4,-0.2,-0.1,-0.1
Lmaj promast,1,-3,-1,-1,-4,-3,15,-2
RAM inhibit,0.9,-0.9,1.3,-0.4,3.6,3.0,1.7,0.5
S1P3 antagonist,-2,·,-38,-8,0,10,·,-6
TLR4 MyD88 comp,4,-5,-3,-11,-15,6,-3,16
Diaphorase inh,6,20,1,7,7,8,14,17

Some entries already given, showing only Diaphorase inh.
no.	Structure	Diaphorase inh
19	CC(CCc1ccccc1)NC(=O)COC(=O)c1ccccc1O (stereo unspecified)	1
22	COc1ccc(CCN(C)C(=O)CSc2ncnc3sccc23)cc1OC	8

Next results
25) O=C(Nc1nccs1)c1csc2c1CCCC2
26) Cc1cc(=S)cc(C)n1CCCO
27) Cn1cc(C(=O)N2CCc3ccccc3C2)c(=O)c2cc(S(=O)(=O)N3CCOCC3)ccc21
28) Cn1c(-c2cc(Br)ccc2O)n[nH]c1=S
29) CN(Cc1ccccc1)S(=O)(=O)c1ccc(Cl)c(C(=O)O)c1
30) CC(=O)N(c1nc(CCl)cs1)c1cccc(C)c1C
31) C/C(=N\N=C(N)N)c1cccc([N+](=O)[O-])c1
32) COc1cc(C(=O)N(Cc2ccc(N(C)C)cc2)C2CCS(=O)(=O)C2)cc(OC)c1OC (stereo unspecified)
assay / compound,25,26,27,28,29,30,31,32
G6PDH counter,2,-3,0,1,7,-4,0,2
Diaphorase act,0.9,0.9,0.8,0.9,1,0.7,1,0.9
PMI act satM6P,0.9,2*,0.9,1,1.1,1,1.1,1
PMI act,1,1.4,1,0.9,1.2,1.1,1,1
DTT redox prof,-0.4,-1.3,0.8,-2.5,-1.8,-0.1,0.3,0.0
Hsp70 activator,-0.1,-0.2,0.1,-0.1,-0.4,-0.6,-0.5,-0.3
Lmaj promast,13,-4,-8,-12,1,-4,64*,1
RAM inhibit,-1.1,-0.2,0.4,-0.3,0.5,1.9,2.2,1.0
S1P3 antagonist,·,-25,-13,-14,3,-3,-27,-46
TLR4 MyD88 comp,1,-6,-9,10,-2,-6,-8,-10
Diaphorase inh,7,11,21,15,2,26,2,5

33) CCCCn1c(=O)n(CC(=O)NCc2ccc(C)cc2)c(=O)c2c1nc(CO)n2CCC
34) Cc1occc1C(=O)Nc1ccc(Br)cc1F
35) O=C(c1ccccc1Oc1ccccc1)N1CCN(c2ccccc2F)CC1
36) CCCc1nn(-c2cc(Cl)ccc2OC)c2c1C(=O)CC(C)(C)C2
37) Cc1occc1C(=O)Nc1ccccc1C(=O)O
38) CCC(CC)C(=O)Nc1cccc(C(=O)N2CCCC2)c1
39) Cc1c(C(=O)O)oc2c1C(=O)CC(C)(C)C2
40) Cc1ccc2nsnc2c1S(=O)(=O)N(CCO)Cc1cc2cc3c(cc2[nH]c1=O)OCCO3
assay / compound,33,34,35,36,37,38,39,40
G6PDH counter,8,-4,9,2,4,4,5,9
Diaphorase act,1,0.8,1,0.7,0.8,0.9,·,0.9
PMI act satM6P,1.1,0.9,1,0.9,0.9,0.9,·,1
PMI act,1,0.8,1,0.9,1.1,0.8,·,1
DTT redox prof,-0.9,0.0,-0.6,-1.1,2.9,0.6,0.2,-0.5
Hsp70 activator,0.0,0.1,-0.2,-0.4,0.2,0.0,-0.2,-0.1
Lmaj promast,4,-2,13,11,-3,-1,-4,-3
RAM inhibit,1.1,2.4,0.2,0.3,-0.8,1.5,1.6,0.0
S1P3 antagonist,·,·,·,·,-7,-15,-3,6
TLR4 MyD88 comp,1,-11,-10,4,0,4,12,-8
Diaphorase inh,1,16,-1,28,16,9,·,9

41) CC1(C)CNC(=O)c2sc(NC(=O)c3ccccc3)nc2C1
42) COc1ccc(C2=NN(C(C#N)c3ccc(OC)cc3)C(c3ccccc3)C2)cc1 (stereo unspecified)
43) CCN(CC)c1ccc(C=Nc2ccccc2)c(O)c1
44) O=C1C(=Cc2ccc(Br)o2)C(=O)c2ccccc21
45) CCCN1CCN(C(=O)CCCn2c(C)c3cnn(-c4ccccc4)c(=O)c3c2C)CC1
46) CCCN(CCC)S(=O)(=O)c1ccc(NC(=O)C2CCCO2)cc1 (stereo unspecified)
47) CC(C)n1nc(C(=O)NCc2ccc3c(c2)OCO3)c2ccccc2c1=O
48) CC(Sc1nc(-c2ccccc2)cc(=O)[nH]1)C(=O)O (stereo unspecified)
assay / compound,41,42,43,44,45,46,47,48
G6PDH counter,1,-17,22,-16,2,1,12,4
Diaphorase act,0.8,0.9,0.6,0.4,0.9,1,0.9,0.9
PMI act satM6P,0.9,1.1,0.4,0.9,1,1.1,1,1
PMI act,1,1,0.6,1.2,1,1.1,1,1
DTT redox prof,-0.1,0.7,0.9,-0.2,-1.3,0.9,0.2,1.2
Hsp70 activator,0.6,-0.1,0.3,-0.1,·,0.0,-0.1,0.3
Lmaj promast,1,69*,-5,-3,85*,4,20,-4
RAM inhibit,2.3,14*,1.2,2.2,-1.3,1.3,2.4,2.4
S1P3 antagonist,0,-2,·,11,9,·,-16,·
TLR4 MyD88 comp,-11,10,-4,8,·,-20,-4,-7
Diaphorase inh,17,12,40,64*,10,5,9,10

49) CC(C)(C)OC(=O)NCCCCCNC(=O)c1[nH]cnc1C(=O)N[C@@H](Cc1ccccc1)C(=O)OCc1ccccc1
50) CCOC(=O)Cc1csc(NC(=O)/C=C/c2cccc(Br)c2)n1
51) COC(=O)c1ccc(NC(=O)Nc2ccc3c(c2)nc(C)n3C)cc1
52) CC(=O)NCCc1cc2ccc(C)cc2[nH]c1=O
53) CCC1(CC)NC(=O)N(Cc2nc3ccccc3s2)C1=O
assay / compound,49,50,51,52,53
G6PDH counter,8,3,10,5,10
Diaphorase act,0.5,0.8,0.9,0.9,1.1
PMI act satM6P,0.7,0.9,0.9,0.9,1.1
PMI act,0.7,0.9,0.9,0.9,1.1
DTT redox prof,0.4,-0.2,-0.1,3.2,-0.2
Hsp70 activator,0.3,0.0,0.0,-0.1,0.1
Lmaj promast,31,22,28,-2,-9
RAM inhibit,13*,6.4,1.0,2.7,0.9
S1P3 antagonist,-18,-2,-1,-12,-4
TLR4 MyD88 comp,-8,2,-12,-2,-5
Diaphorase inh,46,16,10,9,-8

Bioassay records: PubChem, several laboratories
